Assay outcomes from PubChem.
NLRP3 yeast inh – NALP3 inhibition in yeast | inhibition, % at 10 µM | 0.39% of 330,000 active | AID 2825 | Yeast reconstituted NLRP3/ASC/caspase-1, beta-gal luminescence, 24 h;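 active = inhibition of 50% or more; inactive = inhibition below 50%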;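 note: plate controls were induced DMSO wells for no effect and uninduced yeast grown without galactose for full effect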
Apaf-1 inh – blocks human Apaf-1 apoptosome activity; reconstituted apoptosome caspase-3 activity, DEVD-Rh110 fluorescence; inhibition, % at 20 µM; 0.71% of 330,000 active; AID 489030; active = inhibition of at least 40% at 20 µM;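 note: plate controls were DMSO wells for no effect and DEVD-CHO caspase inhibitor wells for full effect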
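Assay system: Apoptosome proteins | Medium: pH 7.5 Hepes buffer with CHAPS, BSA, DTT | Also added: Cytochrome c and DEVD-Rh110 substrate | Times: 30 min plus 50 min, RT | Detection: Rhodamine 110 fluorescence at Ex 480/Em 540 nm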
HKDC1 inhibitor – blocks human hexokinase HKDC1 activity; AID 493160; 0.16% of 340,000 active; Q2TB90; recombinant HKDC1, G6PDH/diaphorase resazurin coupled fluorescence; inhibition, % at 20 µM;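 active = inhibition above about 35% when tested at 20 µM, limit read from the data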;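 note: plate controls were DMSO wells with enzyme for no effect and DMSO wells lacking enzyme for full effect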
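Test system: recombinant HKDC1 (HK5) hexokinase enzyme, produced in-house / Doses: 20 µM test compound, 1% DMSO / Timing: 90 min, room temperature / Detection: G6PDH/diaphorase-coupled fluorescence, 1 mM NADP, 100 µM resazurin, 525/613 nm / Control set: DMSO wells with and without enzyme mix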
SENP8 block-1 – SENP8 (human) protease inhibition; Q96LD8; recombinant SENP8, Nedd8 substrate fluorescence; inhibition, % at 20 µM; 0.64% of 360,000 active; AID 602440; in the data active = inhibition mostly above about 40%, no sharp cut-off; inactive = mostly below about 27%
Target sequence (Q96LD8 whole entry, looked up): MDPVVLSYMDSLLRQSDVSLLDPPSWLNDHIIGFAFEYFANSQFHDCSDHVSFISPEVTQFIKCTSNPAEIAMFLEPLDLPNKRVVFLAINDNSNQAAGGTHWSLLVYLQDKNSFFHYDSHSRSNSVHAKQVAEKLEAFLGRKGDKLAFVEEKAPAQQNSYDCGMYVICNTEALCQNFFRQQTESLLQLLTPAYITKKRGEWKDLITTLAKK
SENP1 inh – blocks the human SENP1 SUMO protease catalytic domain | recombinant SENP1 catalytic domain, CyPet-SUMO1-YPet FRET cleavage | inhibition, % at 10 µM | 0.21% of 360,000 active | AID 624204;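 active = inhibition at least 30% at 10 µM, raw YFP signal under a set limit, fluorescence ratio 0.5 to 1.5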;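 note: 0% = enzyme with DMSO and 100% = no enzyme wells; some results filed as inactive read as strong as hits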
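Compound: 10 µM single point, 0.5% DMSO; Test system: hSENP1 catalytic domain, recombinant; Timing: 50 min reaction at room temperature; Technique: FRET, CFP and YFP emission; Control set: no-enzyme wells low, DMSO-plus-enzyme wells high control.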
SENP6 inh – SENP6 protease inhibition; inhibition, % at 10 µM; Recombinant SENP6 catalytic domain, aminoluciferin luminescence; 1.8% of 330,000 active; Q9GZR1;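 active = inhibition above about 50% at the single tested dose, limit read from the data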;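 note: plate controls were DMSO wells with enzyme for no effect and DMSO wells lacking enzyme for full effect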
Target sequence (Q9GZR1 628-1112 limits assumed): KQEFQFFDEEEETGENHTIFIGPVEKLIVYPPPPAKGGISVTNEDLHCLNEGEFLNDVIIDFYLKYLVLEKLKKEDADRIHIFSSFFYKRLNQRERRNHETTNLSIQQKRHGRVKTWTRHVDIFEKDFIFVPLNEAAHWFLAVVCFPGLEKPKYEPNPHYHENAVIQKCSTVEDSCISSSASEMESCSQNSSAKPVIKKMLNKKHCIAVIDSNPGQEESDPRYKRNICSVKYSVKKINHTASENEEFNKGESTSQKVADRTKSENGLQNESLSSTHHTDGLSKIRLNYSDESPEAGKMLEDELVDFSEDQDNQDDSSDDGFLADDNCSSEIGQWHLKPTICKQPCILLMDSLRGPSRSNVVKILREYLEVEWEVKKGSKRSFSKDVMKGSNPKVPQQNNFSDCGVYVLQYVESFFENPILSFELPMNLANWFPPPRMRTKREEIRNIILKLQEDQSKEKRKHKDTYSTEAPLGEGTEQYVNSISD
SENP8 block-2 – SENP8 protease inhibition. Q96LD8. purified SENP8, Z-RLRGG-aminoluciferin cleavage, luminescence. inhibition, % at 10 µM. 1.2% of 330,000 active. AID 2540; in the data active = inhibition above about 50%
PfGluPho inh – PfG6PD (Plasmodium falciparum) enzyme inhibition | PfGluPho enzyme, NADPH resazurin-diaphorase fluorescence | inhibition, % at 20 µM | 0.78% of 350,000 active;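 active = inhibition reaching at least a set limit at 20 µM in the primary screen, cut at about 59% in these data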;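 note: 0% = DMSO wells with substrate and 100% = DMSO wells lacking glucose-6-phosphate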
SENP7 inh – SENP7 protease inhibition | 1.5% of 330,000 active | inhibition, % at 5 µM | Q9BQF6 | recombinant SENP7, Z-RLRGG-aminoluciferin luminescence, 40 min;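 active = inhibition above about 50% at the single test dose, limit read from the data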;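 note: plate controls were DMSO with enzyme for no effect and no enzyme buffer wells for full effect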
The depositor's hits bear a star; · = no result given; & = joins results of further samples.

molecule,NLRP3 yeast inh,Apaf-1 inh,HKDC1 inhibitor,SENP8 block-1,SENP1 inh,SENP6 inh,SENP8 block-2,PfGluPho inh,SENP7 inh
CC(=O)N1c2ccc(S(=O)(=O)N(C)CC(=O)N3CCCC3)cc2CC1C (stereo not drawn),9,-4,-6,-4,0,3,-2,-9,-2
CN(CC(=O)Nc1cccc(F)c1)C(=O)C1CC(=O)N(Cc2ccco2)C1 (stereo not drawn),7,17,-9,22,2,4,11,-6,1
CCn1cc(C(C)NC(=O)COc2ccc(Cl)cc2C)c(C)n1 (stereo not drawn),6,-1,-5,15,1,-24,-13,0,-13
O=C(COc1ccc(Cl)cc1Cl)OCn1nnc2ccccc2c1=O,10,-2,8,17,4,-12,-7,-6,-5
Cc1cc(C)c(-n2nnnc2SC(C)C)c(C)c1,8,10,9,13,2,15,2,-9,4
COc1ccc(C[C@H]2c3cc(O)c(OC)cc3CC[N+]2(C)[O-])cc1O (stereo partly drawn),13,-3,4,-492,-3,-12,-4,19,2
CC1CC(C)CN(C(=O)C2CCN(S(=O)(=O)N3CCC4(CC3)OCCO4)CC2)C1 (stereo not drawn),-6,-10,-6,10,3,11,6,-5,-2
CCOc1ccccc1C(=O)NCCc1cnc[nH]1,3,-1,-2,8,0,-23,-8,-8,-1
Cc1[nH]c2ccc(-c3nnc(SCC(=O)N4CCCc5ccccc54)o3)cc2c1C,1,10,-4,-17,-3,-25,7,-7,9
CCn1c(SCC(=O)Nc2nonc2C)nnc1-c1ccoc1C,-4,2,-6,19,2,-13,-9,-5,-12
COc1cccc(/C=N\NC(=O)c2ccc(C)nc2)c1,18,0,-5,-5,1,-5,-12,-6,0
COc1ccc(CN2CCN(C(=O)C3CC(=O)N(C4CCCCCC4)C3)CC2)c(OC)c1OC (stereo not drawn),18,0,-3,16,-3,6,-7,-11,-6
C=CCS/C(N)=N\N=C\c1cc(Br)cc([N+](=O)[O-])c1O,31,-10,-7,18,4,8,-1,-21,-2
CC(C)c1ccc(NC(=O)[C@@H](C)NC(=O)[C@@H]2Cc3ccccc3CN2)cc1,15,8,6,-4,1,-8,-6,-7,2
CCOC(=O)N1CCN(CC(O)COc2c(C)cc(C)cc2C)CC1 (stereo not drawn),-5,-1,-4,19,2,1,-9,-8,2
O=C(N/N=C/c1cccc(F)c1)c1c(O)c2ccccc2[nH]c1=O,·,·,-10,-87,0,·,·,1,·
CCC(C)(c1nnnn1-c1c(C)cccc1C)N(N=O)c1ccccc1Cl (stereo not drawn),·,·,-2,21,4,·,·,-6,·
COC(=O)c1oc2ccc(Cl)cc2c1N,38,-7,-1,-307,1,53*,24,8,46
S=C(Nc1ccc2cn[nH]c2c1)Nc1ccccc1Cl,24,14,-3,-27,-2,8,17,15,7
O=C(COCC(=O)N/N=C/c1ccc(F)cc1)N/N=C/c1ccc(F)cc1,7,-7,-9,7,0,5,2,11,5
Cc1ccc(S(=O)(=O)NCCOc2nc(N(C)C)nc(N(C)C)n2)cc1,-10,-2,-4,10,-1,-11,-4,-2,-1
CN(CC(=O)Nc1cccc([N+](=O)[O-])c1)S(=O)(=O)c1ccccc1,29,-12,-8,18,-1,-4,0,4,2
Cc1cc(C)nc(N(C#N)CN2C(=O)c3ccccc3C2=O)n1,6,-17,-2,11,1,-4,0,-4,2
Cc1cccc(NC(=O)CCS(=O)(=O)c2ccc(Br)cc2)c1,14,10,0,8,1,-9,-11,27,-9

Ordered by SMILES length (smallest number first): some entries from above
molecule,NLRP3 yeast inh,Apaf-1 inh,HKDC1 inhibitor,SENP8 block-1,SENP1 inh,SENP6 inh,SENP8 block-2,PfGluPho inh,SENP7 inh
CCOc1ccccc1C(=O)NCCc1cnc[nH]1,3,-1,-2,8,0,-23,-8,-8,-1
Cc1cc(C)c(-n2nnnc2SC(C)C)c(C)c1,8,10,9,13,2,15,2,-9,4
Cc1cc(C)nc(N(C#N)CN2C(=O)c3ccccc3C2=O)n1,6,-17,-2,11,1,-4,0,-4,2
O=C(N/N=C/c1cccc(F)c1)c1c(O)c2ccccc2[nH]c1=O,·,·,-10,-87,0,·,·,1,·
CN(CC(=O)Nc1cccc(F)c1)C(=O)C1CC(=O)N(Cc2ccco2)C1 (stereo not drawn),7,17,-9,22,2,4,11,-6,1
Cc1[nH]c2ccc(-c3nnc(SCC(=O)N4CCCc5ccccc54)o3)cc2c1C,1,10,-4,-17,-3,-25,7,-7,9

(list continues)
molecule,NLRP3 yeast inh,Apaf-1 inh,HKDC1 inhibitor,SENP8 block-1,SENP1 inh,SENP6 inh,SENP8 block-2,PfGluPho inh,SENP7 inh
CC(C)c1ccc(NC(=O)C2CC(=O)N(C(C)C)C2)cc1 (stereo not drawn),7,-1,-4,32,1,6,-4,20,-8
O=C(c1ccc(CS(=O)Cc2ccc(Cl)cc2)o1)N1CCN(c2cccc(Cl)c2)CC1 (stereo not drawn),21,22,1,14,2,5,-12,1,-2
Cc1c(NC(=O)Cn2ccc([N+](=O)[O-])n2)c(=O)n(-c2ccccc2)n1C,11,0,-17,10,-1,-4,-1,20,-14
CCN(c1ccccc1)S(=O)(=O)c1cccc(C(=O)NCC(c2cccs2)N(C)C)c1 (stereo not drawn),-1,4,-3,12,0,-8,-3,-1,-13
COc1ccc(CCNC(=S)NCCc2ccc(OC)c(OC)c2)cc1OC,3,5,-4,12&-5,2&1,-15,-10,35&13,-8
COc1ccc(OC)c(/C=N/NC(=O)c2cnccn2)c1,7,0,-8,14,1,-1,-6,-4,-2
CCCN1C(=O)C2(OCCO2)c2cc(Cl)ccc21,10,-13,-2,6,1,16,-2,9,-8
COc1ccccc1NS(=O)(=O)c1ccc(C(=O)N2CCCCCC2)cc1,11,0,-3,18,3,-31,11,-6,-7
CCOC(=O)c1ccc(-c2ccc(/C=N/NC(=O)Cc3nnc(N)s3)o2)cc1,26,-3,3,-451,-105,-6,-3,10,6
C=CCNC(=S)NCC=C,3,-9,-1,38,1,13,-3,4,0
O=C(Cc1ccccc1)N1CCN=C1SCc1cccc([N+](=O)[O-])c1,-11,8,-3,22,2,-14,10,7,3
COc1ccc(C(=O)Nc2ccccc2N2CCCCC2)cc1[N+](=O)[O-],12,22,3,18,1,1,4,10,11
O=C(Nc1cnn(Cc2ccc(Cl)cc2)c1)c1cccs1,17,-7,-1,13,0,-15,-4,0,7
C#CCOCCOCCOCCNc1nc(N2CCN(C(=O)CCCCCCCCCCNC(=O)Cn3cc(CCCCCN)nn3)CC2)nc(N2CCN(C(=O)CCCCCCCCCCNC(=O)Cn3cc(CCCCCN)nn3)CC2)n1,30,65*,-9,21,-2,-3,4,77*,-4
COc1cccc(-c2cc(C(=O)Nc3ccc(OC)c(OC)c3)no2)c1,15,-12,-18,0,0,7,-1,-1,1
Cc1cc(C(C)(C)C)oc1C(=O)N(CC(=O)NC1CCCC1)c1cccc(C(F)(F)F)c1,17,17,14,14,4,-2,-2,-51,-8
CN1OC(COC(=O)c2ccc(Cl)cc2Cl)CC1c1ccccc1 (stereo not drawn),12,14,-6,11,1,-2,-5,0,-8
O=C(COc1ccccc1-c1ccccc1)NNC(=O)NC1CCCCC1,13,4,-5,15,1,-23,-5,-10,-3
COc1ccc(CN(C)C(=O)COC(=O)c2c(-c3ccccc3Cl)noc2C)cc1,10,7,-4,3,3,-25,-10,3,1
CCCCNC(=O)[C@@H]1CCCN1S(=O)(=O)c1cccc2cccnc12,15,-6,-3,17,3,-20,-13,4,3
CCN(CC)C(=O)[C@H]1C[C@H](CC(=O)NC(C)(C)C)C(=O)N2CCc3c([nH]c4cc(CCC(=O)N(C)C)ccc34)[C@]12C,·,1,-6,2,-1,·,·,16,7
O=S(=O)(c1ccc2nc(-c3ccccc3)[nH]c2c1)N1CCN(c2cccc(Cl)c2)CC1,29,-5,-6,15,1,8,-6,4,10
CC1CC(c2ccccc2)n2nc(NC(=O)CCc3ccccc3)nc2N1 (stereo not drawn),21,-8,-2,-33,-2,-2,1,-12,7
COC(=O)c1cc[n+](CC(=O)c2ccccc2)cc1,-7,6,5,2,-26,15,9,0,2
CCOC(=O)c1ccc(N/C(=N/S(=O)(=O)c2ccccc2)c2ccccc2)cc1,-11,15,-1,23,0,-7,-8,-5,-12

The order is random (roughly 4.1% active in at least one column).
